F508del corr – CFTR F508del correction in bronchial cells | hit rate 0.36% among 350,000 | CFBE cells, YFP halide quenching; stimulated with forskolin plus potentiator P3; % fluorescence drop versus neutral controls | activity (quench increase), % at 7.58 µM;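 active = mean added fluorescence quench of at least 8% versus neutral control, with both replicates also reaching 8%; inconclusive = only one of the mean or replicate conditions met; inactive = mean below 8% and not both replicates reaching 8%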;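 also: cells transiently co-express mutant CFTR-F508del with the halide-sensitive YFP; corrector assay measuring rescue of mutant channel to the surface after 24 h compound exposure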
GSIS activator – GLuc luminescence reporter in INS-1E cells, primary screen for activators of glucose-dependent secretion of insulin; hit rate 0.61% among 370,000; AID 743287; activation, % at 16.6 µM; INS-1E GLuc reporter insulin secretion, 2-3 h;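 active = lowest replicate activation of at least 40%, so every replicate reaches that level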;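 also: 0% = median of neutral control wells and 100% = median of IBMX positive control wells; some compounds called inactive have numbers as strong as hits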
ERp5 block – blocks human ERp5 reductase activity on insulin; Q15084; ERp5 insulin aggregation, absorbance 650 nm, 90 min; inhibition, % at 9.99 µM; hit rate 0.05% among 350,000;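 active = mean replicate inhibition above about 25%, with every replicate also reaching it, limit read from the data, passing the limit was not always enough; inconclusive = only one of those two criteria met; inactive = neither criterion met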
Target sequence (Q15084 whole entry, looked up): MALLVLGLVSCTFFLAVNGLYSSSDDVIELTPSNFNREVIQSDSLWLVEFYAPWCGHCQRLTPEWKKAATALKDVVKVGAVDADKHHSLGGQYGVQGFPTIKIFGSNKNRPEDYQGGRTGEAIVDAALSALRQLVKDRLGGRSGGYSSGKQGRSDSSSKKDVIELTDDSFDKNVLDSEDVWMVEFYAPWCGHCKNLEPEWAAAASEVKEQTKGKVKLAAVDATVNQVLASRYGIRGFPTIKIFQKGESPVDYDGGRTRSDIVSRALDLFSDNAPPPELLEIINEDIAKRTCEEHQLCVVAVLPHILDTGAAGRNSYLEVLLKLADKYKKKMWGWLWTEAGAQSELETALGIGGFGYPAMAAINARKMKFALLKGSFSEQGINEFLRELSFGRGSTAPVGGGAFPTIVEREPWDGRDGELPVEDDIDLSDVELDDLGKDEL
EWS-Fli block – blocks EWS/Fli oncoprotein-driven transcription; A673 NR0B1-luciferase reporter, viability-normalised; inhibition, % at 12.6 µM; hit rate 0.67% among 350,000;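 active = mean inhibition of at least 50% after viability correction, with every replicate also passing that limit; inconclusive = mean reaches 50% but only one of two replicates passes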;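 also: firefly luciferase signal divided by Alamar Blue viability fluorescence both relative to DMSO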
XiGFP reactiv – X-chromosome reactivation activator; activation, % at 7.58 µM; AID 743238; XiGFP mouse fibroblasts, % GFP-positive cells imaging, 3 d; cells co-treated with 5-aza-dC sensitizer; scaled so ellipticine positive control = 100%; hit rate 0.055% among 360,000;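 active = mean normalized replicate activation at least 10% and every replicate at or above 10%; inconclusive = only one of the two criteria met; inactive = mean below 10% and not all replicates reach 10%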;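 also: 0% = median of on-plate neutral control wells and 100% = ellipticine 6 µM median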
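Assay system – SV40-immortalized XiGFP fibroblast cells, line 68-5-11 · Buffer or medium – DMEM supplemented with 5-aza-dC as sensitizing agent · Dosing – one concentration, pinned · Benchmarks – positive control ellipticine, 6 µM final · Times – 3 days compound exposure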
DENV2 CPE rescue – protects cells from dengue virus 2 cytopathic effect; DENV2-infected cells, cytopathic effect rescue, plate reader; CPE inhibition, % at 9.99 µM; hit rate 1.7% among 350,000; AID 651640; in the data active = CPE inhibition above about 20%, passing the limit was not always enough; inconclusive = no clear call, values can overlap the other calls; tested in BHK-21 cells;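 also: 0% = median of neutral control wells and 100% = median of positive control wells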
PAX8 reporter – lowers PAX8-driven luciferase in RMG-I cells | RMG-I TPO-luciferase reporter, SteadyGlo, 24 h | inhibition, % at 12.6 µM | hit rate 1.2% among 360,000 | AID 652154;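 active = mean replicate inhibition at least 60% with every replicate also reaching 60%; inconclusive = only one of the two criteria is met; inactive = mean below 60% and not all replicates reaching 60%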;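 also: luciferase light reporting Pax8 driven TPO promoter activity; plate controls were median of neutral control wells for no effect and mitoxantrone controls for full effect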
ARNT TACC3 PPI – disruptors of human ARNT/TACC3 interaction | Q9Y6A5 | hit rate 0.66% among 390,000 | AID 623870 | AlphaScreen His-ARNT PAS-B/GST-TACC3 binding, luminescence; TACC3 fragment carries E629A point mutation | inhibition, % at 9.99 µM;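 active = mean inhibition of replicates at least 50% and at least half of replicates each reaching 50%; inconclusive = half or more replicates reach 50% but mean below 50%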;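 also: 0% = complete ARNT plus TACC3 wells and 100% = ARNT alone without TACC3; many hits fall short of the cut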
Starred values were filed as active, the others as inactive; ? = inconclusive; . = no result given. No enrichment for hits; 4.2% or so of the library scored in one or more.

canonical_smiles	F508del corr	GSIS activator	ERp5 block	EWS-Fli block	XiGFP reactiv	DENV2 CPE rescue	PAX8 reporter	ARNT TACC3 PPI
COc1ccc(NC(=O)c2cccc(N3C(=O)C4C5C=CC(C5)C4C3=O)c2)c(OC)c1 (configuration not stated)	1.1	7	8	-9	0.1	-5	2	-11
CCC(=O)N(C)C[C@@H]1Oc2ncc(/C=C/c3ccccc3)cc2C(=O)N([C@@H](C)CO)C[C@@H]1C	0.4	-12	6	4	0.0	-10	.	1
O=C(O)C(Cc1ccccc1)N1CCS(=O)(=O)CC1 (configuration not stated)	0.9	3	-3	-4	0.0	0	-11	-5
CN1C(=O)c2cc(NC(=O)C3CCCC3)ccc2OC[C@H]2O[C@H](CC(=O)NCC(F)(F)F)CC[C@H]21	-0.8	-5	2	-14	0.0	-8	9	-1
CC(=O)NC(c1ccccc1)c1nc(-c2ccc(F)c(Cl)c2)cs1 (configuration not stated)	3.9	-35	3	0	0.2	5	-11	.
COc1c(Cl)cc(-c2noc(C)c2C(=O)NCc2ccccc2)cc1Cl	-4.6	0	5	-4	0.2	-3	19	3
Cc1ccc(NC(=O)CN2C(=O)N/C(=C/c3ccc4c(c3)OCCO4)C2=O)cc1	2.7	3	1	-2	0.0	3	-18	-6
CO[C@H]1CN(C)C(=O)c2ccc(NC(C)=O)cc2OC[C@H](C)N(CC2CCCCC2)C[C@@H]1C	-2.0	10	9	.	0.5	-1	-10	.
Cc1cc(C)nc(NS(=O)(=O)c2ccc(NC(=O)c3nn(-c4ccccc4)ccc3=O)cc2)n1	-3.5	1	7	1	0.1	-2	-4	-2
O=C(N/N=C\C=C\c1ccco1)C1COc2ccccc2O1 (configuration not stated)	2.3	8	-1	8	0.0	9	-6	10
O=C(CCc1nnc(C2CCCCC2)o1)N1CCC(Oc2cccnc2)CC1	.	4	1	-7	0.2	12	-3	.
Cc1cc(C)nc(SCC(=O)NC2CCCC2)n1	-0.3	-5	-1	8	-0.1	-1	-59	6
Cc1cc(C(F)(F)Cl)n2ncc(-c3ccccn3)c2n1	-3.3	6	0	3	-0.1	2	6	3
CCN(CC)S(=O)(=O)c1ccc(C)c(NC(=S)N2CCN(c3ccccn3)CC2)c1	-0.1	-7	0	20	0.1	13	20	1
S=c1[nH]nc(-c2ccccn2)n1/N=C/c1ccc(-c2ccccc2Br)o1	-0.8	31	-6	-7	0.0	.	13	38

Next structures
canonical_smiles	F508del corr	GSIS activator	ERp5 block	EWS-Fli block	XiGFP reactiv	DENV2 CPE rescue	PAX8 reporter	ARNT TACC3 PPI
C[C@@H](NC(=O)[C@H]1N[C@H]2c3ccc(-c4cncnc4)c(=O)n3C[C@H]2[C@@H]1CO)c1ccccc1	-4.2	10	4	-8	0.4	12	-8	-15
Cc1ccc(Cl)cc1NC(=O)c1cc(NC(=O)CCCC(=O)O)ccc1N1CCCCC1	0.7	21	0	.	0.2	4	.	0
CN1CCC(N2CCN(C3CN(Cc4cn(Cc5ccc(F)cc5)nn4)S(=O)(=O)C3)CC2)CC1 (configuration not stated)	-0.3	-4	15	2	0.1	7	3	.
COc1cc(CNc2nnnn2C)cc(OC)c1OC	-0.4	-4	2	-3	0.0	-4	30	-6
O=C(Cc1ccc(Cl)cc1)NC1CC1	-1.7	1	4	3	0.0	2	4	4
Cc1ccc(NCC(=O)NNC2=NCCC2)c(C)c1	-0.8	2	2	7	0.0	-8	21	4
O=[N+]([O-])c1cc(S(=O)(=O)NC2=NCCCCC2)ccc1Cl	0.4	6	-5	18	-0.1	4	8	11
C=CCNC(=O)[C@H]1[C@@H]2C(=O)O[C@@H](c3ccccc3)[C@@H](c3ccccc3)N2[C@@H](c2ccc(O)cc2)[C@]12C(=O)N(C(=O)OCCOC)c1ccc(C#CC3(O)CCCCCC3)cc12	-0.7	.	-1	-15	.	16	-10	9
CCOc1ccc(Br)cc1CN(CC)CC	1.1	.	4	-6	0.0	7	2	-4
O=C(NCc1cccs1)C(=O)NCC1OCCCN1S(=O)(=O)c1ccccc1 (configuration not stated)	.	16	.	.	1.0	.	-8	-3
O=C(NCC1CCCO1)c1ccc(NC(=O)c2ccc([N+](=O)[O-])cc2)cc1 (configuration not stated)	0.8	-1	1	3	0.3	0	34	37
COc1cc(-c2nc(=S)[nH][nH]2)cc(OC)c1OC	-3.3	5	3	3	-0.2	3	-11	10
COc1ccc(/C=C/c2nnc(NC(=O)CSc3ccc(Cl)cc3)s2)cc1	.	18	.	.	0.2	.	-39	-3
COC(=O)c1sccc1NC(=O)CC1C(=O)NCCN1C(=O)Nc1ccc(C(F)(F)F)cc1 (configuration not stated)	1.0	-28	-2	11	0.1	3	8	-14
OC(c1ccc(-c2ccccc2)cc1)c1ncc(-c2ccc(F)cc2)[nH]1 (configuration not stated)	0.8	.	4	-3	0.0	?	-14	.

Additional structures follow.
canonical_smiles	F508del corr	GSIS activator	ERp5 block	EWS-Fli block	XiGFP reactiv	DENV2 CPE rescue	PAX8 reporter	ARNT TACC3 PPI
CC(=O)Nc1ccc(NC(=O)CSC2=NS(=O)(=O)c3cc(Cl)ccc3N2)cc1	-2.8	10	1	2	0.3	3	-16	-2
O=C(NC1CCCC1)[C@H]1[C@H](CO)[C@H]2Cn3c(ccc(-c4cccnc4)c3=O)[C@H]2N1CC1CC1	2.4	3	4	-8	0.1	-5	-1	-2
O=C(CSc1ncc(-c2ccccc2)n1-c1ccccc1)NCc1ccco1	.	-20	1	.	.	-4	.	14
CCC(CC)C(=O)Nc1ccc([N+](=O)[O-])cn1	-1.8	3	-2	0	0.0	-2	-7	0
Cc1ccn2cc(CNC(=O)c3cccs3)nc2c1	-1.8	9	-1	-3	0.0	1	-20	-1
CCc1ccc(NC(=O)[C@H](C)NC(=O)C2CCN(C(=O)[C@@H](N)C(C)C)CC2)cc1	1.6	-8	1	11	-0.1	-6	12	-17
C[C@H](CO)N1C[C@H](C)[C@H](CN(C)S(=O)(=O)c2cn(C)cn2)Oc2c(NS(=O)(=O)c3cccs3)cccc2C1=O	-2.0	3	-4	7	-0.1	-11	.	2
CCCCOC(=O)C1=C(C)NC(=O)NC1c1ccc2c(c1)OCO2 (configuration not stated)	-1.1	-1	5	8	0.0	0	39	-4
CN(C)c1ccc(/C=C/CNC[C@H]2O[C@@H](n3ccc(N)nc3=O)[C@H](O)[C@@H]2O)cc1	-2.2	0	-1	-4	0.4	3	2	.
CCOCCCNS(=O)(=O)c1ccc(NC(=O)c2ccc(OC)c([N+](=O)[O-])c2)cc1	-0.3	2	-9	14	0.1	0	1	29
CO[C@@H]1CN(C)C(=O)c2ccc(NC(C)=O)cc2OC[C@@H](C)N(C(=O)c2cccnc2)C[C@H]1C	0.4	10	-1	-3	0.4	2	.	2
Cc1ccc(S(=O)(=O)N2C[C@@H](O)COC[C@@H]3O[C@H](CC(=O)NCCCN(C)C)CC[C@H]32)cc1	2.0	-4	3	1	0.1	3	-9	-8
Cc1ccccc1OCC(=O)Nc1nnc(-c2ccncc2)s1	-3.7	.	.	-2	0.0	-6	-5	3
CCOC(=O)N1CCN(C(=O)/C(=C\c2cccs2)NC(=O)c2cccs2)CC1	.	4	2	12	0.0	-3	4	-5
CCOc1ccc(N(CC(=O)Nc2cccnc2)S(=O)(=O)c2ccc(C)cc2)cc1	-2.2	-20	-2	2	-0.1	2	-3	1

Complete entries, quoted from the list. Order of values: F508del corr, GSIS activator, ERp5 block, EWS-Fli block, XiGFP reactiv, DENV2 CPE rescue, PAX8 reporter, ARNT TACC3 PPI
Record of CC(=O)Nc1ccc(NC(=O)CSC2=NS(=O)(=O)c3cc(Cl)ccc3N2)cc1 = -2.8, 10, 1, 2, 0.3, 3, -16, -2
Record of CCOc1ccc(N(CC(=O)Nc2cccnc2)S(=O)(=O)c2ccc(C)cc2)cc1 = -2.2, -20, -2, 2, -0.1, 2, -3, 1
Record of O=C(CSc1ncc(-c2ccccc2)n1-c1ccccc1)NCc1ccco1 = ., -20, 1, ., ., -4, ., 14

(further entries)
canonical_smiles	F508del corr	GSIS activator	ERp5 block	EWS-Fli block	XiGFP reactiv	DENV2 CPE rescue	PAX8 reporter	ARNT TACC3 PPI
COc1ccccc1-n1c(SCC(=O)Nc2cccc(S(N)(=O)=O)c2)nc2ccccc2c1=O	2.7	-10	7	-6	0.2	-6	11	-4
CCOc1ccc(C(=O)C[n+]2cccc3cc(C)ccc32)cc1	0.7	.	-1	19	0.0	3	27	6
Cc1cccc(-c2ccc([C@H]3[C@@H](CO)N4C(=O)CN(C(=O)c5ccccc5)C[C@@H]34)cc2)c1	-1.1	-20	5	-1	0.6	-5	7	.
Cc1ccc2c(c1)CCCN2CC(=O)Nc1cccc(S(=O)(=O)N2CCCC2)c1	-4.2	7	5	16	0.0	13	-43	0
O=c1oc2cc(S(=O)(=O)NCCCO)ccc2c2ccc(S(=O)(=O)NCCCO)cc12	0.0	18	2	3	0.2	-4	-23	2
Cc1ccc(SCC(=O)NN=C2CCN(C)CC2)cc1	0.5	-6	7	-5	0.0	3	-3	1
FC(F)(F)c1ccccc1Cc1c(-c2cccc(Br)c2)nc2c3ccccc3ccn12	3.5	-3	2	-12	0.1	-9	30	.
C[C@@H]1CN([C@@H](C)CO)C(=O)c2cc(NC(=O)Nc3ccc(C(F)(F)F)cc3)ccc2O[C@H]1CN(C)S(=O)(=O)c1cccs1	-2.7	-10	.	-7	-1.1	.	.	.
CCC(=O)N(C)C[C@@H]1Oc2ncc(C#CC(C)C)cc2C(=O)N([C@H](C)CO)C[C@@H]1C	1.7	-2	2	-2	-0.6	?	-16	5
CCOc1c2ccc(C(=O)NC3CCCc4ccccc43)cc2nn1CC (configuration not stated)	-1.3	-12	-6	-5	0.0	5	-14	3
CCCNC(=O)[C@@H]1[C@@H](CO)[C@@H]2Cn3c(ccc(/C=C/c4ccccc4)c3=O)[C@@H]2N1CC1CC1	-0.3	-15	-1	-4	0.2	-15	?	-25

Bioassay records as filed in PubChem.
